# From PubChem
# Nrf2 ARE act: qHTS of Nrf2 Activators | actives 0.31% (n = 410,000) | AREc32 ARE-luciferase reporter (MCF7-derived line), luminescence, 24 h | Potency, µM (top dose mostly 46.1 µM), for inactives: at the highest dose activation, hits mostly activators | AID 624171, 2012; further: potency means the concentration at half of the fitted maximal effect; % of control where 0% means no effect; nearly all actives have a fitted effect of over 65% in size
#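 AREc32 cells carrying an ARE-driven firefly luciferase, 1000 cells/well in OPTI-MEM with 5% FBS, dosed after overnight attachment and incubated 24 hr at 37 deg C. Steady-Glo luminescence read after 30 min at RT.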
# ATXN viability: Viability Counterscreen for Primary qHTS for Inhibitors of ATXN expression; AID 651635, 2014; Potency, µM (highest dose often 56.7 µM), usual class: cytotoxic; S2 cells (HEK-293 line with an ATXN2-luciferase reporter) viability, CellTiter-Fluor protease fluorescence, 24 h; actives 0.49% (n = 400,000); further: potency means the concentration at half of the fitted maximal effect; nearly all actives have a fitted effect of over 40% in size
# MmCpn inh: Inhibitors of TCP-1 ring complex (TRiC) of Methanococcus maripaludis (MmCpn): qHTS | AID 504842, 2011 | actives 0.031% (n = 330,000) | Potency, µM (highest dose often 76.9 µM), for the others: at the top dose activity, negative = inhibition, actives largely listed as inhibitors | purified Mm-Cpn ATPase, ADP Transcreener TR-FRET; further: potency means the concentration at half of the fitted maximal effect; on the % scale 0 is the no-effect control and ±100 the full control effect; nearly all actives have a fitted effect of over 80% in size
#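 Quantitative HTS used 25 nM Mm-CPN and 10 uM ATP in magnesium/KCl Tris buffer, pH 7.4, with 1 mM DTT. Hydrolysis ran 30 min at 37°C; ADP was read by HTRF.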
# CCT chaperon mod: High-Throughput Screening for Modulators of Cytosolic Chaperonin Activity; actives 0.3% (n = 360,000); activity change, % (concentration not given with the values), hits read low; purified chaperonin ATPase assay, HTRF ADP detection, 30 min; in the data active means activity change below about -30%; further: on the % scale 0 is the no-effect control and ±100 the full control effect
#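 Enzyme 40 or 20 nM (batch-dependent) in Tris pH 7.4/KCl/MgCl2/DTT; cpd 76 uM single point; ATP 10 uM; 30 min 37 °C; Transcreener ADP HTRF detection, 30 min RT; ratio 665/615.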
# Nrf2 block: Nrf2 qHTS screen for inhibitors | actives 2.1% (n = 360,000) | Potency, µM (series often up to 46 µM), for the others: at the highest dose activity change, negative = inhibition, actives largely listed as inhibitors | A549 ARE-Fluc reporter, luciferase luminescence, 18-24 h | AID 504444, 2011; further: potency means the concentration at half of the fitted maximal effect; on the % scale 0 is the no-effect control and ±100 the full control effect; nearly all actives have a fitted effect of over 60% in size
#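 Reporter: ARE-Fluc in A549. Exposure: 18-24 h, 37 °C, 5% CO2, 5% FBS OPTI-MEM. Readouts: fluorescent cytotoxicity (CellTiter-Fluor), then luminescent Nrf2 signal after BugLite.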
# pAkt inh: HTS Assay for Inhibitors of Akt Phophorylation: Primary Screen. Neuro2A IGF-stimulated pAkt S473 HTRF, 20 min; hits give low values. activity change, % for hits at 50 µM. actives 0.32% (n = 360,000); in the data active means activity change below about -80%; inconclusive means mostly about -51% to -80%; further: on the % scale 0 is the no-effect control and ±100 the full control effect
#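 Neuro2A cells in DMEM with 0.5% FBS, overnight at 37 deg C, given compound at single 50 µM final, then IGF (6 nM final) for 20 min at 37 deg C. Lysed; phospho-Akt Ser473 by HTRF after 24 h, 665/615 ratio.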
# HepG2 viability: qHTS for Inhibitors of TGF-b: Cytotox Counterscreen | AID 588856, 2011 | Potency, µM (top dose mostly 46.1 µM), inactives show at the highest dose activity change, negative = cytotoxicity, usual class: cytotoxic | actives 0.76% (n = 410,000) | HepG2 CAGA-GFP viability, ATP luminescence, 18 h; further: potency means the concentration at half of the fitted maximal effect; some results filed as inactive show a strong effect at the top dose
#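 HepG2 CAGA-GFP cells (1000/well, DMEM with 1% FBS) received compound, then TGF-beta at 500 pg/mL final, and were incubated 18 hours at 37 degrees C. Viability was read by CellTiter-Glo luminescence. Media-only wells were set as complete cell-killing and DMSO as no toxicity.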
# TGFb inhibitor: qHTS for Inhibitors of TGF-b; Potency, µM (top dose mostly 46.1 µM), for inactives: top-dose activity, negative = inhibition, usual class: inhibitors; AID 588855, 2011; actives 1.2% (n = 410,000); HepG2 CAGA-GFP TGF-b/SMAD3 reporter, GFP fluorescence, 18 h; TGF-beta stimulated, 500 pg/mL final; further: potency means the concentration at half of the fitted maximal effect; on the % scale 0 is the no-effect control and ±100 the full control effect; nearly all actives have a fitted effect of over 65% in size
#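 HEPG2 CAGA-GFP cells (1000/well, DMEM with 1% FBS) were pre-incubated 2 h at 37 degrees C, given compound by pin tool, then stimulated with TGF-beta at 500 pg/mL final for 18 h before per-cell GFP fluorescence imaging.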
# A549 tox: Nrf2 qHTS screen for inhibitors: counterscreen for cytotoxicity | A549 ARE-Fluc cells, CellTiter-Fluor viability, 18-24 h | Potency, µM (titrated, usually from 46 µM), inactives show at the highest dose activity change, negative = cytotoxicity, hits mostly inhibitors | actives 0.16% (n = 390,000) | AID 504648, 2011; further: potency means the concentration at half of the fitted maximal effect; on the % scale 0 is the no-effect control and ±100 the full control effect
#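 Cytotoxicity counterscreen: CellTiter-Fluor fluorescence was measured in A549 ARE_Fluc cells after 18-24 h of compound exposure in a concentration series. The subsequent BugLite luminescent read reports ARE-luciferase activity.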
# An asterisk follows results filed as active; i = inactive; ? = inconclusive; / = no result given; [ ] = dose if it differs, or a comment. Unless noted, the call rests on the fitted dose curve; in most records, active means well fitted curve in the direction sought with a large enough effect; inconclusive means small, poorly fitted or top-dose-only effect, or another doubt; inactive means no such curve, though single readings can be large; an effect the other way counts as inactive or inconclusive. This is a subset; the hit share may differ from the screen's.
SMILES,Nrf2 ARE act,ATXN viability,MmCpn inh,CCT chaperon mod,Nrf2 block,pAkt inh,HepG2 viability,TGFb inhibitor,A549 tox
CCc1nc2c(OCc3ccc(C(F)(F)F)cc3)cccn2c1N(C)C(=O)C(C)C,0.9%,?,/,0.5,/,i,-8%,-28%,/
CC1=Nc2cc(C(=O)N3CCC4(CC3)OCCO4)ccc2Sc2ccc(Cl)cc21,-0.2%,i,4%,1.1,23%,i,-10%,7%,4%
CCN1CCN(c2nc([N+](=O)[O-])nn2C)CC1,-0.8%,i,-2%,-1.2,-27%,i,-35%,-7%,0%
CC(C)c1ccc(-n2c(O)c(/C=N/NC(=O)c3ccccc3O)c(=O)[nH]c2=S)cc1,-0.6%,i,-2%,-4.0,3%,i,-12%,-23%,-17%
Cc1nc(CCl)cc(=O)[nH]1,3.0%,i,-1%,1.8,?,i,-1%,0%,-16%
CC1CCCCN1S(=O)(=O)c1ccc2c(c1)oc(=O)n2CC(=O)Nc1ccc(Cl)cc1 (configuration not stated),0.1%,i,/,/,/,/,-28%,?,-4%
CS(=O)(=O)N1CCN(C(=N)N[N+](=O)[O-])CC1,0.1%,i,2%,-0.7,5%,i,-4%,5%,3%
CN1CCCC(C(O)(c2ccccc2)c2ccccc2)C1 (configuration not stated),0.0%,i,1%,1.6,-24%,i,4%,-3%,0%
Cc1ccc(N2C(=O)NC(=O)/C(=C\c3ccc(N4CCOCC4)cc3)C2=O)cc1,3.0%,i,1%,-2.1,10%,i,-3%,0%,1%
CCOC(=O)c1c(C)n(CC(O)CN2CCOCC2)c2cc(Br)c(OC)cc12 (configuration not stated),-0.5%,i,1%,0.9,-24%,i,3%,?,-3%
O=C1NC(=O)C(=Cc2csc3ccccc23)C(=O)N1,-0.4%,i,-18%,-1.6,-21%,i,6%,-4%,1%
NP(=O)(OCCCc1ccccc1)Oc1ccccc1 (configuration not stated),-0.2%,i,1%,-2.5,-6%,i,-3%,-7%,-1%
CCN1CCN(C(c2cccs2)C(C)NC(=O)Oc2ccccc2)CC1 (configuration not stated),0.9%,?,2%,1.1,19%,i,-20%,-17%,-10%
CCOc1ccccc1Oc1coc2cc(OC(=O)N(C)C)ccc2c1=O,4.4%,i,-2%,1.3,8%,i,-12%,4%,-7%
O=C1CCN(C(=O)CCCn2c(=O)oc3ccccc32)CC1,-0.2%,i,-1%,-1.6,?,i,19%,1%,2%
Cc1nc2cc(F)ccc2n1C1CCN(Cc2nnnn2CCc2ccccc2)CC1,3.6%,i,-3%,-0.7,?,i,1%,8%,-1%
O=c1[nH]c(=O)n(-c2ccccc2)c(O)c1/C=C1/C(c2ccccc2)=Nc2ccccc21,12%,i,1%,-0.5,1%,i,-1%,-27%,-1%
COP(=O)(OC)C1(O)C(=O)Nc2ccc(Br)cc21 (configuration not stated),6.4%,i,-3%,1.4,3%,i,4%,-8%,1%
COc1ccccc1N1CCN(C(=O)c2cc3c(-c4ccccc4F)nn(C)c3s2)CC1,-1.3%,/,/,/,?,/,16%,?,-1%
CCC1CN1P(=S)(N1CC1CC)N1CC1CC (configuration not stated),0.1%,i,/,3.8,-18%,i,-10%,4%,-3%
CCC1(C)CN(S(=O)(=O)OCC(Cl)(Cl)Cl)C(=O)N1 (configuration not stated),-0.8%,i,3%,-1.0,-8%,i,7%,?,-3%
O=C(Cc1cccs1)N1Cc2ccccc2-n2nncc2C1,4.9%,i,/,2.0,/,i,3%,17%,/
CCOCN(C(=O)CCl)c1c(C)cccc1CC,?,i,3%,-3.4,?,i,1%,9%,-5%
CCOC(=O)c1ccc(NC(=O)CSc2nc3c(cc2C#N)N2CCC3CC2)cc1,2.2%,i,/,/,12%,/,-21%,7%,-4%
COC(=O)C1=C(c2ccccc2OCc2ccccc2)C[C@@H]2CC[C@H]1N2C(=O)NCCCOC(C)C,-0.8%,i,-1%,-2.6,8%,i,1%,1%,-5%
COc1ccc(N=Cc2c(O)n(C)c(=O)n(C)c2=O)cc1,1.4%,i,-11%,0.1,-9%,i,-27%,-5%,-2%
CCOC(=O)c1cc2c(cn1)[nH]c1ccccc12,11%,i,-3%,-1.5,3%,i,-13%,5%,-7%
CN(CCOc1ccc(C=C2C(=O)NC(=O)NC2=O)cc1)c1ccccn1,5.8%,i,2%,-1.7,13%,i,-14%,3%,14%
CCN1CCN(Cc2cc(OC)c(OC)cc2[N+](=O)[O-])CC1,0.2%,i,-9%,-3.8,/,i,-1%,7%,-3%
CN(C)C(=O)Oc1cccc(NC(=O)N2CCOCC2)c1,0.6%,i,1%,-2.3,11%,i,1%,-2%,-1%
CCOC(=O)C(O)(c1ccc(N(CC)S(=O)(=O)c2ccc(C)cc2)cc1)C(F)(F)F (configuration not stated),-0.8%,i,1%,-2.9,?,i,-31%,-12%,?
O=C(CF)NC(NC(=S)Nc1ccccc1O)C(Cl)(Cl)Cl (configuration not stated),22%,i,-1%,0.3,-14%,i,-25%,-15%,15%
Cc1ccc(C)c(CN2C(=O)c3ccccc3Sc3ccc(C(=O)N4CCC5(CC4)OCCO5)cc32)c1,-1.1%,/,/,/,/,/,-34%,?,?
C=CCn1c(O)c(/C(C)=N/N2CCCCCC2)c(=O)[nH]c1=O,0.5%,i,0%,3.0,3%,i,-3%,12%,0%
CCCN(C(=O)c1cc2c(=O)oc3ccccc3c2s1)c1cccc(Cl)c1,2.4%,i,/,/,-5%[9.27 µM],/,-2%,?,5%
Cc1cccc(-c2nc3ccccc3c(=O)n2-n2cccc2)c1,-0.2%,i,-2%,-0.2,-12%,i,9%,-11%,-12%
CC(=O)c1c(C)[nH]c(C(=O)N2CCC3(CC2)OCCO3)c1C,0.1%,i,1%,-1.6,-27%,i,-27%,1%,-1%
COC(=O)C1=C(c2ccc(F)cc2OCc2ccccc2)C[C@@H]2CC[C@H]1N2C(=O)NCCOc1ccccc1,-1.1%,?,-2%,-0.6,?,i,-20%,?,-19%
CC(=O)O/C(=C1\CC2C3CC=C4CC(OC(C)=O)CCC4(C)C3CCC2(C)C1=O)C(F)(F)F (configuration not stated),0.1%,i,/,0.8,-58%,i,-22%,-11%,?
CC/C(=N\N1CCCCC1)c1c(O)[nH]c(=O)[nH]c1=O,-0.3%,i,1%,-2.5,5%,i,10%,-1%,4%
O=C(CCc1ccccc1)N1Cc2cc(-c3ccccc3)ccc2-n2nncc2C1,4.2%,?,/,1.4,/,i,-4%,?,/
COCCNC(=O)CN1C(=O)CN=C(c2ccccc2)c2ccccc21,-0.8%,i,-6%,-1.3,-13%,i,13%,0%,-1%
CCOC(=O)C1=Nc2ccccc2/C1=C\c1c(O)n(C)c(=O)n(C)c1=O,4.0%,i,-3%,0.7,-3%,i,-63%,-3%,7%
On1ccccc1=S,-3.2%,0.32µM*,-3%,-2.9,?,i,1µM*,0.28µM*,-12%
CC(=O)OC1CC(OC2C(O)CC(OC3C(O)CC(OC4CCC5(C)C(CCC6C5CCC5(C)C(C7=CC(=O)OC7)CCC65O)C4)OC3C)OC2C)OC(C)C1OC1OC(CO)C(O)C(O)C1O (configuration not stated),-0.7%,?,/,-2.4,0.037µM*,i,-41%,?,?
CC=C(CC)C1(CCC)C(=O)NC(=S)NC1=O,0.3%,i,/,-1.9,0%,i,6%,-6%,-2%
COc1ccc(-n2c(SCCN(C)C)nc3ccccc3c2=O)cc1,0.1%,?,3%,-113*,-10%,i,-2%,1%,-4%
CC(=Nc1ccccc1N)c1c(O)n(C)c(=O)n(C)c1=O,0.0%,i,1%,0.1,16%,i,-9%,-4%,-1%
CCOc1ccc(-n2c(O)c(C=NCCCn3ccnc3)c(=O)[nH]c2=O)cc1,-0.5%,i,0%,-8.5,-16%,i,-2%,15%,2%
COc1cc(C2c3cc4c(cc3CC3COC(=O)C32)OCO4)cc(OC)c1OC (configuration not stated),-0.3%,?,-1%,-1.7,?,i,5%,?,-19%
CN1CCN(c2c(C#N)c(C(F)(F)F)nn2C)CC1,0.0%,?,-5%,-2.3,1%,i,-18%,-14%,-4%
Cc1ccc(C)c(N2CCN(S(=O)(=O)c3ccc4c(c3)oc(=O)n4C)CC2)c1,0.2%,?,-1%,0.9,?,i,1%,-8%,-7%
CCCCCn1c(=O)c(C(=O)Nc2cc(C)ccn2)c(O)c2ccccc21,0.0%,?,1%,-0.9,3%,i,-2%,13%,-1%

# Not a retest: entries from further up.
SMILES,Nrf2 ARE act,ATXN viability,MmCpn inh,CCT chaperon mod,Nrf2 block,pAkt inh,HepG2 viability,TGFb inhibitor,A549 tox
CC=C(CC)C1(CCC)C(=O)NC(=S)NC1=O,0.3%,i,/,-1.9,0%,i,6%,-6%,-2%
COc1ccc(-n2c(SCCN(C)C)nc3ccccc3c2=O)cc1,0.1%,?,3%,-113*,-10%,i,-2%,1%,-4%
CC(=Nc1ccccc1N)c1c(O)n(C)c(=O)n(C)c1=O,0.0%,i,1%,0.1,16%,i,-9%,-4%,-1%
CCOc1ccc(-n2c(O)c(C=NCCCn3ccnc3)c(=O)[nH]c2=O)cc1,-0.5%,i,0%,-8.5,-16%,i,-2%,15%,2%

# Full records as entered above. Order of values: Nrf2 ARE act	ATXN viability	MmCpn inh	CCT chaperon mod	Nrf2 block	pAkt inh	HepG2 viability	TGFb inhibitor	A549 tox
# `CC=C(CC)C1(CCC)C(=O)NC(=S)NC1=O` in the list: 0.3%	i	/	-1.9	0%	i	6%	-6%	-2%
# `CCOc1ccc(-n2c(O)c(C=NCCCn3ccnc3)c(=O)[nH]c2=O)cc1` in the list: -0.5%	i	0%	-8.5	-16%	i	-2%	15%	2%
